SKKanGAS inh: S. pyogenes SKKanGAS growth inhibitors in kanamycin, primary screen, streptokinase expression inhibitor project, SKKanGAS strain, BacTiter-Glo luminescence | 6 h | inhibition, % at 7.5 µM | 300,000 compounds, 1.3% hits | AID 1662, 2009;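 active means mean replicate score, as percent of positive control median, at least 50; inconclusive means mean below 50 but one replicate at or above 50; inactive means mean and every replicate below 50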;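 further: strain carries kanamycin resistance gene driven by streptokinase promoter and grows in 40 µg/ml kanamycin; loss of luminescence reflects streptokinase promoter inhibition or plain growth inhibition; 0% = median of DMSO wells and 100% = positive control at its reference dose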
HDAC3 inh: HDAC3 deacetylase inhibitors, primary screen, biochemical, fluorescence, cell-free homogeneous | inhibition, % at 8.3 µM | recombinant HDAC3, fluorogenic peptide/trypsin coupled | Histone deacetylase 3 (Homo sapiens), O15379 | 320,000 compounds, 0.15% hits; in the data active means inhibition above about 26%, passing the limit was not always enough; inconclusive means no clear call, values can overlap the other calls
Target sequence (O15379 whole entry, looked up): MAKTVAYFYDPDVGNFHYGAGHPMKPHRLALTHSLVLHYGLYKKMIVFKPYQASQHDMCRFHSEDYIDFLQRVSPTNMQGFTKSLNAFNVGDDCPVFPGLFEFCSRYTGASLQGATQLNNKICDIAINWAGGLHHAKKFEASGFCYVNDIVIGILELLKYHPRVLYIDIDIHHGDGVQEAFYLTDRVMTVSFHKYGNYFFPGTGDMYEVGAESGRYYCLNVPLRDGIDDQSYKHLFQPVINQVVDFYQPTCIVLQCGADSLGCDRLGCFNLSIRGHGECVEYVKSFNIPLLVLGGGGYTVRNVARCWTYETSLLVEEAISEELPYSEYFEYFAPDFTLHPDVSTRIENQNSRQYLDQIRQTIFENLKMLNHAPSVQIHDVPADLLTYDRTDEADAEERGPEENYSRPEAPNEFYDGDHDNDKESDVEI
ANO1 activ: TMEM16A chloride channel activators or potentiators, primary screen, cell-based, HTS | Anoctamin-1 (Mus musculus), Q8BHY3 | HEK293 TMEM16A/YFP-H148Q/I152L, iodide quench fluorescence; active compounds read low | B-score at 10 µM | 340,000 compounds, 0.3% hits;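 active means fluorescence-ratio B-score plate-corrected deviation score at least 3 library SD below zero, with starting fluorescence score within 5 deviations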;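 further: channel opened by trigger with iodide after compound preincubation; score built on the fluorescence ratio of max minus min over baseline; more negative score means more quench and so TMEM16A activation or potentiation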
MrgX1 agonist: agonists of human MrgX1 receptor, primary screen, HEK293 cells, Fluo-4 calcium flux; 310,000 compounds, 0.44% hits; B-score at 10 µM; Mas-related G-protein coupled receptor member X1 (Homo sapiens), Q96LB2; Fluo-4 calcium fluorescence, agonist mode; active compounds read high; AID 588627, 2011;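 active means calcium response B-score plate-corrected fluorescence ratio at least 3 library SD, with starting fluorescence B-score inside 5 SD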
Target sequence (Q96LB2 whole entry, looked up): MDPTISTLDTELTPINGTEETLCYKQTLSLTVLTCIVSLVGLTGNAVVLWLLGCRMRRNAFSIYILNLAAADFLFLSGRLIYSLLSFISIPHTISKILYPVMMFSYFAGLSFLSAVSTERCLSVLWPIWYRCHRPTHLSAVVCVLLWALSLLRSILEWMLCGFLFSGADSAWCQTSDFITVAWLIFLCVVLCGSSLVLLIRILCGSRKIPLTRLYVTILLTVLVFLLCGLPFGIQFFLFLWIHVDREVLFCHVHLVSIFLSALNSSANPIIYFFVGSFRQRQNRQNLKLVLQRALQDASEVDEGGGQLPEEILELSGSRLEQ
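Material: HEK293 cells stably expressing human MrgX1 receptor | Quantity: 15,000 cells per well | Times: Cells plated overnight, dye loaded 0.5 h 37 °C, 0.5 h room temperature | Measured by: Kinetic Fluo-4 NW fluorescence of intracellular calcium | Control set: Positive and negative controls per plate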
MrgX1 antag: antagonists of human MrgX1 receptor, primary screen, HEK293 cells, Fluo-4 calcium flux; Mas-related G-protein coupled receptor member X1 (Homo sapiens), Q96LB2; BAM8-22 antagonism; active compounds read low; B-score at 10 µM; 310,000 compounds, 1.3% hits;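 active means calcium-response B-score plate-corrected more than 3 library SD below zero, starting fluorescence within 5 deviations, no agonist response on first addition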;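 further: peak minus trough fluorescence over baseline after final BAM8-22 challenge near maximal dose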
MrgX1 allo act: positive allosteric modulators of MrgX1, primary screen, HEK293 cells, Fluo-4 calcium flux. Mas-related G-protein coupled receptor member X1 (Homo sapiens), Q96LB2. FDSS; active compounds read high. B-score at 10 µM. 310,000 compounds, 0.63% hits. AID 588675, 2011;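 active means plate-corrected calcium response at least 3 library SD above typical, normal starting fluorescence, not activating the receptor alone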;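 further: compound read alongside a low EC10 to EC30 dose of BAM8-22 agonist; peak minus trough fluorescence over baseline measured at the second addition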
RGS4 pot: RGS4 potentiators or activators, primary screen, cell-based, HEK293 M3R inducible RGS4, calcium flux | carbachol calcium flux Fluo4; active compounds read low | B-score at 10 µM | 310,000 compounds, 0.92% hits | AID 463111, 2010;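 active means B-score of the integrated calcium signal more than 4 SD below the library mean, with starting fluorescence not abnormally high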;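 further: negative B-score means reduced calcium response which marks RGS4 activation or potentiation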
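test system = M3R-expressing HEK293 line, RGS4 induced by doxycycline | probe or stimulus = carbachol at ECmax as muscarinic agonist stimulus | timing = dye loading 30 min 37 °C, buffer rest 30 min RT | signal = calcium dye Fluo4 fluorescence | evaluation = B score from integrated fluorescence ratio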
TRPC6 act: mouse TRPC6 channel activators, primary screen, cell-based, HEK293, membrane potential dye; HEK293-TRPC6 membrane potential dye fluorescence; active compounds read high; Short transient receptor potential channel 6 (Mus musculus), Q61143; 310,000 compounds, 0.13% hits; AID 2550, 2010; B-score at 10 µM;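 active means B-score of the integrated fluorescence ratio above library mean plus 3 SD, and starting fluorescence ratio within library mean plus 5 SD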;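 further: higher score means more depolarization so channel activation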
RGS4 block: RGS4 inhibitors, primary screen, cell-based, HEK293 M3R inducible RGS4, calcium flux; Fluo-4 calcium flux; active compounds read high; triggered by carbachol at its EC20; Regulator of G-protein signaling 4 (Homo sapiens), P49798; AID 463165, 2010; B-score at 10 µM; 310,000 compounds, 0.45% hits;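 active means B-score, a plate-corrected calcium signal, over three deviations above library mean, with baseline fluorescence within five deviations of library mean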;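 further: RGS4 expression induced by doxycycline in cells with stable M3 receptor; B-score is computed from the integrated fluorescence ratio over baseline after carbachol; higher B-score means a larger calcium signal and so more RGS4 inhibition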
Target sequence (P49798 whole entry, looked up): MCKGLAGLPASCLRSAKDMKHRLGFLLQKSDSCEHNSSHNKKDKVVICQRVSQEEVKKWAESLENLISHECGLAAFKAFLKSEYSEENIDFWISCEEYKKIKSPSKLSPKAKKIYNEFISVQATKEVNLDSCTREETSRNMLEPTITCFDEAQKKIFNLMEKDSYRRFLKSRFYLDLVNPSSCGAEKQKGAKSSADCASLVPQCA
TRPC6 inhibitor: mouse TRPC6 channel inhibitors, primary screen, cell-based, HEK293, membrane potential dye. Short transient receptor potential channel 6 (Mus musculus), Q61143. ACh-evoked depolarization; active compounds read low. B-score at 10 µM. 310,000 compounds, 1.1% hits;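 active means B-score under library mean minus 3 SD, initial fluorescence not abnormally high, positive integrated signal ratio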;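 further: B-score derived from integrated fluorescence ratio over the kinetic read; more negative B-score means stronger inhibition of depolarization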
ANO1 block: TMEM16A chloride channel inhibitors, primary screen, cell-based, HTS. AID 588511, 2011. Anoctamin-1 (Mus musculus), Q8BHY3. HEK293 TMEM16A/YFP iodide influx fluorescence, ionomycin. 310,000 compounds, 1.2% hits. normalized B-score (activity score, 25-100; higher = stronger inhibition) at 10 µM;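 active means ratio plate-corrected score three or more library SD toward inhibition, starting fluorescence score within five deviations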;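 further: score derived from kinetic fluorescence span divided by baseline fluorescence per well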
* = called active by the depositor; i = inactive; ? = inconclusive; . = no result given.

No.	smiles	SKKanGAS inh	HDAC3 inh	ANO1 activ	MrgX1 agonist	MrgX1 antag	MrgX1 allo act	RGS4 pot	TRPC6 act	RGS4 block	TRPC6 inhibitor	ANO1 block
1	Cc1ccc(-c2nn3c(-c4ccco4)nnc3c3ccccc23)cc1S(=O)(=O)NCC1CCCO1 (stereo unspecified)	15	11	i	i	i	i	i	i	i	i	i
2	Cc1nc(N2CCOCC2)nc(N2CCCC2)c1[N+](=O)[O-]	4	6	i	i	i	i	i	i	i	i	i
3	Cc1ccccc1NC(=O)N1CCC(NC(=O)C2CCCCC2)CC1	-2	5	i	i	i	i	i	i	i	i	i
4	Cc1ccc(S(=O)(=O)Cn2nnnc2C(c2ccccn2)N2CCN(c3ccccc3)CC2)cc1 (stereo unspecified)	5	0	i	i	i	i	i	i	i	i	i
5	CC(=O)CSc1nnc(CN2C(=O)CSc3ccc(C(F)(F)F)cc32)n1C	-2	9	i	i	i	i	i	i	i	i	i
6	O=C1c2ccccc2NC(c2ccc(Cl)cc2Cl)N1Cc1ccccc1 (stereo unspecified)	39	-6	i	i	i	i	i	i	i	i	i
7	COc1ccc(-c2cc(=O)oc3cc(OCC(=O)Nc4ccc(CCO)cc4)ccc23)cc1	4	-7	i	i	i	i	i	i	i	i	i
8	COC(=O)CN1C(=O)Nc2ccc(Br)cc2C1c1ccccc1 (stereo unspecified)	7	1	i	i	i	i	i	i	i	i	i
9	CCCCc1ccc(NC(=O)Nc2cc(C)nn2C)cc1	-15	0	i	i	i	i	i	i	i	i	i
10	CC(C)(C)c1ccc(C(=O)c2c[nH]c(C(=O)NCCc3ccccn3)c2)cc1	3	6	i	i	i	i	i	i	i	i	i
11	CCOC(=O)Cc1csc(NC(=O)CCN2C(=O)c3ccccc3C2=O)n1	-2	3	i	i	i	i	i	i	i	i	i
12	CCOc1ccc(/C=C2\SC(=S)N(CC(=O)N(CCO)C(C)(C)C)C2=O)cc1	16	2	i	i	i	i	i	i	i	i	i
13	O=C(C1CCCN1S(=O)(=O)c1cccc2nsnc12)N1CCCCC1 (stereo unspecified)	-13	3	i	i	i	i	i	i	i	i	25*
14	COc1ccc(C(C(=O)NC(C)(C)C)N(CCC(C)C)C(=O)CCC(=O)Nc2cc(C)on2)cc1 (stereo unspecified)	2	15	i	i	i	i	i	i	i	i	i
15	COc1ccc2[nH]c3c(c2c1)CCN1C(=O)N([C@@H](C)C(=O)NC2CCN(Cc4ccccc4)CC2)C(=O)[C@]31C	6	6	i	i	i	i	i	i	i	i	i
16	O=C(CSC(=S)N1CCCC1)N1CCN(S(=O)(=O)c2cccc([N+](=O)[O-])c2)CC1	-3	-2	i	i	i	i	i	i	i	i	i
17	CCc1nnc(N/N=C\c2ccc(OC(C)=O)c(OC)c2)n1N	-4	6	i	i	i	i	i	i	i	i	i
18	C=CCOc1ccccc1CN(C(=O)CCl)c1ccc2c(c1)OCO2	1	-7	i	i	i	i	i	i	i	i	i
19	CCCNC(=O)OC[C@H]1O[C@H](CCO/N=C/C[C@@H]2C=C[C@H](OC(C)=O)[C@@H](COC(C)=O)O2)C=C[C@@H]1Oc1ccc(OC)cc1	3	5	.	i	i	i	i	i	i	i	25*
20	Cc1ccccc1N1CC(C(=O)Nc2ccncc2)CC1=O (stereo unspecified)	-6	-3	i	i	i	i	i	i	i	i	i
21	CC1C/C(=N\NC(=O)c2ccc(NS(=O)(=O)c3ccc(Br)cc3)cc2)CC(C)(C)C1 (stereo unspecified)	7	37*	i	i	i	i	i	i	i	i	i
22	O=C1CN=C(Nc2ccccc2Cl)N1c1ccccc1	-7	-10	i	i	i	i	i	i	i	i	i
23	COc1cccc(-c2cccc(NC(=O)C3CCN(C4CCC4)CC3)c2)c1	-5	1	i	i	i	i	i	i	i	i	i
24	CCOC(=O)N1CCN(C(=O)c2cn(CC)c3ccc(S(=O)(=O)N4CCOCC4)cc3c2=O)CC1	1	8	i	i	i	i	i	i	i	i	i
25	CCOC(=O)c1c(NC(=O)C2C3C=CC(CC3)C2C(=O)O)sc(C)c1C (stereo unspecified)	3	-2	i	i	i	i	i	i	i	i	i
26	Cc1sc(NC(=O)Cn2cnnn2)nc1-c1ccc(Cl)cc1	-4	-3	i	i	i	i	i	i	i	i	i
27	COc1ccc(-c2c(C)n([O-])c3c([n+]2=O)CCCC3)c(OC)c1	-2	0	i	i	i	i	i	i	i	i	i
28	CC1CCN(CC(=O)Nc2ccc(S(=O)(=O)N3CCCCC3)cc2)CC1	4	-4	i	i	i	i	i	i	i	i	i
29	CC(=O)c1c(C)[nH]c(C(=O)OCC(=O)Nc2cc(S(=O)(=O)N3CCCC3)ccc2Cl)c1C	1	8	i	i	i	i	i	i	i	i	i
30	CCOC(=O)c1[nH]c2ccc(OC)cc2c1NC(=O)NC(C)C	0	-7	i	i	i	i	i	i	i	i	i
31	C[C@H]1CC[C@@]2(O[C@H](CCO)C[C@@H](O)[C@@H]2O)O1	-1	0	i	i	i	i	i	i	i	i	i
32	CCC(=O)NCCc1nc2cc(NC(=O)c3ccc(OC)cc3)ccc2n1C	1	-5	i	i	i	i	i	i	i	i	i
33	O=C(O)Cn1c(SCCOc2ccccc2F)nc2ccccc21	6	-3	i	i	i	i	i	i	i	i	i
34	CCC(C)NC(=O)c1ccccc1NC(=O)c1ccccc1N(C)S(C)(=O)=O (stereo unspecified)	2	?	i	i	i	i	i	i	i	i	i
35	COc1cccc(NC(=O)c2ccccc2N2C(=O)C3C4C=CC(C4)C3C2=O)c1 (stereo unspecified)	15	3	i	i	i	i	i	i	i	i	i
36	Cc1cc(NC(=O)CSc2nnc(-c3ccccc3)c(-c3ccccc3)n2)no1	15	-9	i	i	i	i	i	i	i	i	i
37	CCN(CC)c1ccc2c(C)c(CN3CCOCC3)c(=O)oc2c1	-5	-23	i	i	i	i	i	i	i	i	i
38	Cc1cc([N+](=O)[O-])nn1CC(=O)NCc1nc2ccccc2[nH]1	1	12	i	i	i	i	i	i	i	i	i
39	O=C(c1ccc(Cl)cc1)N1CCN(CCOc2ccccc2)CC1	-7	-4	i	i	i	i	i	i	i	i	i
40	COc1ccccc1-c1nc(-c2ccc(C)nc2OC)no1	-2	2	i	i	i	i	i	i	i	i	i
41	CC1(CC(=O)N/N=C/c2cc(Br)c(O)cc2O)OCCO1	0	4	i	i	i	i	i	i	i	i	i
42	CCC1(C)Cc2nc(Cl)c(C#N)cc2CO1 (stereo unspecified)	3	-2	i	i	i	i	i	i	i	i	i
43	Cc1ccc2c(COC(=O)c3ccccc3Br)cc(=O)oc2c1	3	-2	i	i	i	i	i	i	i	i	i
44	Cc1c(C(=O)N2CCOCC2)sc2nc(-c3ccccc3)cn12	-1	-3	i	i	i	i	i	i	i	i	i
45	FC(F)(F)c1cccc(-n2cc(-c3ccccc3)[nH]c2=S)c1	-9	7	i	i	i	i	i	i	i	i	i
46	NNC(=O)CCn1c2ccccc2c2ccccc21	-2	11	i	i	i	i	i	i	i	i	i
47	CC(C)(C)CN1CCN(Cc2cc3ccccc3[nH]2)CC1CCO (stereo unspecified)	-1	-6	i	i	i	i	i	i	i	i	i
48	Cc1ccc(CCNC(=O)CN2CCN(Cc3ccccc3F)C2=O)cc1	-2	-2	i	i	i	i	i	i	i	i	i
49	CC(=O)/C=C(\C)NCCNc1c(F)c(F)c(CO)c(F)c1F	7	3	i	i	i	i	i	i	i	i	i
50	Cc1cc(OCC(=O)NCCCN2CCCC2=O)c2c(C)c(C)c(=O)oc2c1	-1	-39	i	i	i	i	i	i	i	i	i
51	O=c1[nH]c(CN2CCN(S(=O)(=O)c3ccc4c(c3)OCCO4)CC2)nc2sc3c(c12)CCCC3	18	-1	i	i	i	i	i	i	i	i	i
52	COc1ccc(NC(=O)CN2CCN(CC(=O)Nc3ccccc3Cl)CC2)cc1	2	5	i	i	i	i	i	i	i	i	i
53	O=c1[nH]c2ccccc2nc1C(Nc1ccccc1)c1ccccc1 (stereo unspecified)	1	4	i	i	i	i	i	i	i	i	i
54	CN(CCN1CCOCC1)Cc1nc(-c2ccc3c(c2)OCO3)no1	-7	-4	-6.6*	i	i	i	i	i	i	i	i
55	CC(=O)Nc1cccc(C(=O)N2CCC(n3nccc3NC(=O)CC(C)C)CC2)c1	0	-1	i	i	i	i	i	i	i	i	i
56	O=C(Oc1ccc2c(=O)c(Oc3ccc4ccccc4c3)coc2c1)c1ccco1	9	3	-5.9*	i	i	i	i	i	i	i	i
57	O=C(COc1ccc(/C=N/NS(=O)(=O)c2ccccc2)cc1)Nc1ccc(F)cc1	1	7	i	i	i	i	i	i	i	i	i
58	CCCCn1c(N)c(N(CCOC)C(=O)c2cccc(S(=O)(=O)N3CCCCCC3)c2)c(=O)[nH]c1=O	0	-5	i	i	i	i	i	i	i	i	i
59	COCCN(C(=O)COC(=O)/C=C/c1ccccc1Cl)c1c(N)n(Cc2ccccc2)c(=O)[nH]c1=O	-5	0	i	i	i	i	i	i	i	i	i
60	O=C(CCCN1C(=O)/C(=C\c2ccccc2)SC1=S)Nc1ccc(O)cc1C(=O)O	3	10	i	i	i	i	i	i	i	i	i

Screens (PubChem BioAssay)
